Assay outcomes from PubChem.
RBX1-CUL1 inh = human ROC1-CUL1 E3 ligase inhibition; P62877+Q13616; in vitro K48 di-Ub FRET, acceptor:donor ratio, 45 min; inhibition, % at 10 µM; 0.6% of 140,000 active; AID 1347404; in the data active = inhibition above about 25%
Target sequence (P62877 whole entry, looked up): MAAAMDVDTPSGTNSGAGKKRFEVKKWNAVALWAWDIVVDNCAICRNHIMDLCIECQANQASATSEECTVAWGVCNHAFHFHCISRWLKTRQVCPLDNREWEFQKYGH
Target sequence (Q13616 whole entry, looked up): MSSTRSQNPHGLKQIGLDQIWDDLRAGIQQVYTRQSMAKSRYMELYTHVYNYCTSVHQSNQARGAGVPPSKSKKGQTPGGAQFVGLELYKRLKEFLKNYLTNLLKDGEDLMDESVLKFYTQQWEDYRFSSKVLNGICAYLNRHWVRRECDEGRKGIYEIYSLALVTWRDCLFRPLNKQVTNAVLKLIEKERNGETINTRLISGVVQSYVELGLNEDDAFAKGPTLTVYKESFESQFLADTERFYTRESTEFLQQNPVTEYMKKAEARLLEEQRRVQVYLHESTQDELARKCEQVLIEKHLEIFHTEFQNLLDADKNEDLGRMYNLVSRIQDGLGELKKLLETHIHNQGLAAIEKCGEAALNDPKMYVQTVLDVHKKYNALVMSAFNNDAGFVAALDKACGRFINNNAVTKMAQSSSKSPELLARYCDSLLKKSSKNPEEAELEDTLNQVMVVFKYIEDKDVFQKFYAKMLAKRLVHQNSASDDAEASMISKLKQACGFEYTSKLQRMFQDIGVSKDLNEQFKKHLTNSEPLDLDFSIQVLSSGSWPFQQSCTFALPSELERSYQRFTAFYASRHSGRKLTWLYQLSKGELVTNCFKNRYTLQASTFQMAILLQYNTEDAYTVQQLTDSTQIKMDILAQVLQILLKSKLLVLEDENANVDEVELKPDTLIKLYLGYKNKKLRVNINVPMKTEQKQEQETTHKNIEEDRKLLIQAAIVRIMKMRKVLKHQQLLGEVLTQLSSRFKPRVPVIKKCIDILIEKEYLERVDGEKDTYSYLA
Starred values were filed as active, the others as inactive; & = joins results of further samples. These rows are one share of the data; the hit share may differ from the screen's.

SMILES	RBX1-CUL1 inh
CC(NC(=O)c1cccnc1)c1ccc2c(c1)CCCC2 (stereo not given)	-3
CN(CCC(O)c1ccccc1)C(=O)CCCn1nnnc1CN1CCOCC1 (stereo not given)	0
O=C1CC(c2ccccc2)CC(=O)C1C=Nc1ccccc1Cl (stereo not given)	-4
CCOC(=O)N1CCN(Cc2cnc(S(=O)(=O)CC)n2CCOC)CC1	2
COc1ccc(C)c(N2C(=O)CC(N3CCN(c4ccc(F)cc4)CC3)C2=O)c1 (stereo not given)	0
COc1cccc(NC(=O)Cc2noc3ccccc23)c1	0
O=C1CC2C(CC(OC(=O)c3ccc(-c4ccccc4)cc3)C2COC(=O)C(O)c2ccccc2)O1 (stereo not given)	2
COc1ccc([N+](=O)[O-])cc1NCc1cc(F)ccc1F	5
CN(C)CC1CCCCC1C1(O)c2ccccc2CSc2ccccc21 (stereo not given)	-8
COc1ccc(S(N)(=O)=O)cc1C(=O)N1CCCCCC1	6
Cc1ccccc1OCC(=O)N1CCN(c2ncccn2)CC1	10
COc1cccc(-c2cc(C(=O)Nc3ccc(Br)c(C)c3)[nH]n2)c1	2
Cc1ccc(NC(=O)c2c(NC(=O)CCC(=O)O)sc3c2CCCC3)cc1	14
CN(CC1CCCCO1)C(=O)c1cc(-c2cnn(C)c2)nc2ccc(F)cc12 (stereo not given)	10
Cc1cc(C)nc(SCC(=O)Nc2cccc3ccccc23)n1	-3
CCC(C)NC(=O)c1ccc(C)c(Br)c1 (stereo not given)	-6
COc1ccc(C(=O)N2CCC3(CCCN(CC4CCC4)C3=O)C2)cc1 (stereo not given)	3
COc1cc(CN2CCCC(CCC(=O)N3CCOCC3)C2)ccc1F (stereo not given)	5
C/C(=N\N=C1/NC(=O)CC(C(=O)Nc2ccc(F)cc2)S1)c1cccc2ccccc12 (stereo not given)	9
CCCOc1ccc(/C=C2\N=C(c3cccc(F)c3)OC2=O)cc1	-8
CCc1ccc(C2CC(=O)NC3=C2C(=O)CCC3)cc1 (stereo not given)	-4
OCc1ccccc1Sc1ccccc1Br	-5
Cc1nc(NC(=O)c2c(F)c(F)c(F)c(F)c2F)sc1C(=O)N(C)C	0
Cc1ccc(N=C2C(OC(=O)c3ccco3)OC(=O)C2Cl)cc1C (stereo not given)	15
Cc1ccccc1S(=O)(=O)NCCO	-6
CCOC(=O)c1c(-c2ccccc2)csc1NC(=O)c1cc(=O)c2ccc(C)cc2o1	0
CS(=O)(=O)N1CCC(Oc2ccc(C(=O)NCC3CC3)cc2Cl)CC1	2
CCOC(=O)c1ccc(NC(=O)CCc2c(C)nc3c(c(C)nn3C)c2C)cc1	7
CCN(CC)CCCNC(=O)Cn1c(-c2cccs2)cc2cc(Cl)ccc21	-2
CCn1c(Cc2ccccc2)nnc1SCC(=O)Nc1ccc(OC)cc1OC	0
CCOCCCNCc1cc(Cl)cc(Cl)c1OCC	-11
CC(=O)c1cc(C#N)c2c3ccccc3ccn12	-2
COc1ccc(OC)c(NC(=O)Cc2ccc(Br)cc2)c1	-1
O=c1oc2ccc3ccccc3c2cc1-c1nnc(Nc2ccc(F)cc2)s1	1
O=C(N/N=C/c1ccccc1O)c1cc(-c2ccccc2)n[nH]1	-7
O=C(Nc1ccc2cc3ccc(NC(=O)c4ccc(=O)oc4)cc3nc2c1)c1ccc(=O)oc1	40*
CCOC(=O)CSc1nnc(SCC2=NNC(=O)SC2)s1	5
CCc1nc(Nc2ccc(F)c(Cl)c2)c2c3c(sc2n1)CCCC3	-1&-1
Clc1ccc(-c2ccc(CNCC3CCCO3)o2)cc1 (stereo not given)	-3
COc1ccc(CNC2CCCc3ccccc32)cc1 (stereo not given)	1
Cc1cc(C)c(C(=O)CSc2nnc(C)s2)c(C)c1	-1
N#Cc1c(NC(=O)CCn2cnc3ccccc3c2=O)sc2c1CCCC2	1
O=C(c1cccc(C#Cc2ccccc2)c1)N1CCN(c2ncccn2)CC1	12
COc1cc(C(=O)Nc2sc3c(c2C#N)CCCC3)c(Br)c(OC)c1OC	-1
Cc1[nH]nc2c1C(c1ccc(C#N)cc1)C(C#N)C(=N)O2 (stereo not given)	-6
Cc1ccccc1OCC(O)Cn1c2ccccc2c2ccccc21 (stereo not given)	-2
CCOC(=O)C1=c2s/c(=C\c3ccc(C)cc3)c(=O)n2C(=N)C(C(=O)OCC)C1c1ccc(C)cc1 (stereo not given)	1
CSc1ccc(CNC(=O)CCn2c(=O)c3cccn3c3ccc(F)cc32)cc1	-8
Cn1c(=O)n(CCCO)c(=O)c2c1nc1n2CCCN1c1ccccc1	8
Cc1ccc(CNC(=O)c2ccc(-n3c(C)cc4c3CCCC4)cc2)cc1	-4

Carrying on:
SMILES	RBX1-CUL1 inh
COc1ccccc1NC(=O)CSc1nc2sc3c(c2c(=O)n1-c1ccccc1)CC(C(C)C)OC3 (stereo not given)	-2
CC(NC(=O)CSc1nc(-c2ccc(F)cc2)cc(C(F)(F)F)n1)c1ccccc1 (stereo not given)	-9
O=c1c2ccccc2ncn1-c1ccc(Cl)c(Cl)c1	-14
CCC(Sc1nc2n[nH]c(C)c2c(=N)n1-c1ccccc1Cl)C(=O)N(CC)CC (stereo not given)	-4
O=C1SCC(c2ccccc2)=NN1Cc1ccccc1	7
Cc1cc(C)cc(NC(=O)CCCn2nc(C)c3c(C)n(-c4ccccc4)nc3c2=O)c1	-7
COCC(=O)Nc1cc(C(=O)N(C)Cc2cc(C)no2)cc2ncn(CCc3ccccc3)c12	9
CC(=O)c1ccc(NC(=O)C2CCN(S(=O)(=O)c3ccc4[nH]c5c(c4c3)CCCCC5)CC2)cc1	7
CCCC1=C(C(=O)OCC)C(c2c(OC)ccc3ccccc23)n2c(s/c(=C/c3cc(C)n(-c4cccnc4)c3C)c2=O)=N1 (stereo not given)	-12
CC1CCc2c(sc3ncnc(Cl)c23)C1 (stereo not given)	6
COc1cc(/C=C2/SC(=O)N(c3ccccc3)C2=O)ccc1OCC(=O)Nc1ccccc1	-14
CCc1ccccc1Nc1c2c(nc3ccccc13)CCC2	3
CCCOc1ccc(Nc2nc(SC)ncc2C(=O)OCC)cc1	-4
COCC(C)NC(=O)Cc1c2c(n(Cc3ccc(F)cc3)c1C)CCCC2=O (stereo not given)	5
O=S(=O)(c1ccc(-c2csc(=Nc3ccccc3)n2CC2CCCO2)cc1)N1CCCC1 (stereo not given)	-5
COc1ccc(-c2cc(-c3ccccc3)nc(SCC(=O)CC(=O)OC(C)C)c2C#N)cc1	9
Oc1c(C(c2ccccn2)N2CCN(c3ccccc3)CC2)cc(Cl)c2cccnc12 (stereo not given)	15
COc1ccc(C2(c3ccc(OC)cc3)c3cccc(Cl)c3C(=O)c3cccc(Cl)c32)cc1	8
CC1CN(CC(O)COCc2ccc(Cl)cc2)CC(C)O1 (stereo not given)	-2
c1csc(CNCC2CCNCC2)c1	0

15 entries out of the list, ordered by SMILES length, falling.
SMILES	RBX1-CUL1 inh
COc1ccc(C2(c3ccc(OC)cc3)c3cccc(Cl)c3C(=O)c3cccc(Cl)c32)cc1	8
COc1cc(/C=C2/SC(=O)N(c3ccccc3)C2=O)ccc1OCC(=O)Nc1ccccc1	-14
CCOC(=O)c1ccc(NC(=O)CCc2c(C)nc3c(c(C)nn3C)c2C)cc1	7
Cc1ccc(CNC(=O)c2ccc(-n3c(C)cc4c3CCCC4)cc2)cc1	-4
CCN(CC)CCCNC(=O)Cn1c(-c2cccs2)cc2cc(Cl)ccc21	-2
CCn1c(Cc2ccccc2)nnc1SCC(=O)Nc1ccc(OC)cc1OC	0
O=C(N/N=C/c1ccccc1O)c1cc(-c2ccccc2)n[nH]1	-7
COc1cc(CN2CCCC(CCC(=O)N3CCOCC3)C2)ccc1F (stereo not given)	5
CN(C)CC1CCCCC1C1(O)c2ccccc2CSc2ccccc21 (stereo not given)	-8
COc1ccc(S(N)(=O)=O)cc1C(=O)N1CCCCCC1	6
CCc1ccc(C2CC(=O)NC3=C2C(=O)CCC3)cc1 (stereo not given)	-4
CC1CN(CC(O)COCc2ccc(Cl)cc2)CC(C)O1 (stereo not given)	-2
O=C1SCC(c2ccccc2)=NN1Cc1ccccc1	7
CCC(C)NC(=O)c1ccc(C)c(Br)c1 (stereo not given)	-6
CC1CCc2c(sc3ncnc(Cl)c23)C1 (stereo not given)	6

More results.
SMILES	RBX1-CUL1 inh
COc1cc(C)c(S(=O)(=O)NOCc2ccc([N+](=O)[O-])cc2)c(C)c1C	3
CCc1ccc(NCc2cc3cc4c(cc3n(CC(=O)Nc3cccc(OC)c3)c2=O)OCO4)cc1	3
Clc1ccc(Cl)c(-c2nn3c(COc4ccccc4)nnc3s2)c1	-1
CN1CCCNC1c1ccc(-c2ccc(Br)cc2)o1 (stereo not given)	5
CCOC(=O)C1=C(C)N=c2s/c(=C/c3ccccc3OCc3ccccc3F)c(=O)n2C1c1ccc(C(C)C)cc1 (stereo not given)	9
Cc1ccc(-c2nc3ncccc3o2)cc1NC(=O)c1ccc(-c2ccc(Cl)cc2)o1	6
CS(=O)(=O)c1ncc(CN2CCc3ccccc3C2)n1Cc1ccccc1F	-8
COC(=O)C1=C(C)N(CCc2ccc(OC)c(OC)c2)C(=O)/C1=C\c1cc2c(cc1Br)OCO2	-1
COc1ccc(-c2cccc(NS(=O)(=O)c3cccs3)c2)nn1	9
CCCCC1CN(CCNC(=O)C(c2cccnc2)N2CCOCC2)Cc2ccccc2O1 (stereo not given)	-15
C=CCc1cccc(/C=N\NC(=O)CN2CCN(Cc3ccccc3)CC2)c1O	10
C/C(=N\NC(=O)c1cccs1)c1ccc(C(=O)O)s1	5
Clc1cccc(N2CCN(c3ncnc4c3nc3n4CCCCC3)CC2)c1	-11
CCn1nc(C)c(-c2ccnc(N3CC(Oc4cccc(C)c4)C3)n2)c1C	-11
Cc1ccc(C2C(C(=O)c3cc4ccccc4o3)C(=O)C(=O)N2CCCn2ccnc2)cc1 (stereo not given)	7
CN1CCc2nc3sc(C(=O)c4cccs4)c(N)c3c(-c3cccs3)c2C1	8
CC(C)CN(C)C(=O)CC1(c2cccc(C(F)(F)F)c2)CC(=O)N(C2CC2)C1=O (stereo not given)	-9
O=C1S/C(=C\c2cc3c(cc2Cl)OCO3)C(=O)N1c1cccc(Cl)c1	1
Cn1ncc(N2CCCCC2)c(Cl)c1=O	-3
COc1ccc(/C=C2\C(=O)NN(c3cccc(Cl)c3)C2=O)cc1OC	-8
COc1ccc(CNC(=O)C2CCCN(C3CCN(C(C)C)CC3)C2)cc1 (stereo not given)	5
O=C(Nc1ccc(Oc2ccc(Cl)c3cccnc23)c(Cl)c1)c1ccc([N+](=O)[O-])cc1	-3
Cc1cnc(CN2CCC3(CCCN(Cc4ccccc4F)C3=O)C2)[nH]1 (stereo not given)	5
Cc1ccc(-c2c3c(=O)n(C)c(=O)n(C)c3c3c(-c4cccc(C)c4)nc4ccccc4n23)cc1	5
CCCCc1ccc(C(=O)N2CCN(S(C)(=O)=O)CC2)cc1	5
O=C(NCCSc1c(-c2ccc(Cl)cc2)[nH]c2ccccc12)c1ccc(S(=O)(=O)N2CCOCC2)cc1	-1
O=C(c1cccc(Cl)c1)N1N=C(c2ccc(Cl)cc2)CC1(O)C(F)(F)F (stereo not given)	13
O=C(NCc1ccccn1)C1CCC1	12
CCOC(=O)c1c(NC(=O)c2cc3ccccc3cc2OC)sc(C)c1C	2
CC(C)C(=O)N1c2ncnn2C2(CCCCC2)[C@@H]2CCCC[C@@H]21	-5
Cc1cccc(NC(=O)Cn2cc(S(=O)(=O)Cc3ccccc3Cl)c3ccccc32)c1	5
Cc1nonc1N1CCN(C(=O)CC2(c3ccccc3Cl)CC(=O)N(C3CCCC3)C2=O)CC1 (stereo not given)	-4
CCc1ccc(-c2cc(C(F)(F)F)n3nc(C(=O)N(C)Cc4cn(CC)nc4C)cc3n2)s1	10
Cc1cc(C(=O)NC2CCN(Cc3ccccc3)CC2)c(C)o1	-2
NS(=O)(=O)c1ccc(NC(=O)c2cc(-c3ccc(Cl)s3)nc3ccccc23)cc1	3
C/C(=N/OC(=O)c1ccccc1Br)c1ccc(C)cc1	-6
Cc1cccnc1NC(=O)/C=C/c1ccc2c(c1)OCO2	3
CCC(C)NC(=O)c1ccccc1NC(=O)c1cccs1 (stereo not given)	10
Cc1cccc(N2CCN(C(=O)c3cnn(-c4cccc(Cl)c4C)c3C3CCNCC3)CC2)c1C	-7
COc1ccc2occ(C(O)c3ccccc3)c2c1 (stereo not given)	0
O=C(Nc1ccc(Oc2cc([N+](=O)[O-])cc([N+](=O)[O-])c2)cc1)c1cc2nc(-c3cccs3)cc(C(F)(F)F)n2n1	-4
CC(=O)c1c(N)nc(C)nc1-c1ccccc1	-7
CC(NC(=O)c1sc2nc(-c3cccs3)ccc2c1N)c1ccccc1 (stereo not given)	-8
Cc1c2cnn(CC(=O)N3CCN(c4ccc(F)cc4)CC3)c(=O)c2c(C)n1Cc1ccccc1F	2
CCC(C)c1ccc(OCC(=O)Nc2cccc(-c3nc4ncccc4o3)c2)cc1 (stereo not given)	-2
Cc1ccc2nc(-c3ccccc3)cn2c1	1
Cc1cc(C(=O)Nc2sc(C)c(-c3ccc(F)cc3)c2C#N)c(C)o1	1
CCC(=O)N1c2ccccc2CC1C(=O)NCCc1ccccc1 (stereo not given)	-5
COc1ccc2c(c1)Sc1cc(SC)ccc1C(N1CCNCC1)C2 (stereo not given)	5
COc1ccc(-n2c(=O)c3c4c(sc3n(Cc3cc(=O)n5c(C)cccc5n3)c2=O)CCC4)c(OC)c1	0

Later entries:
SMILES	RBX1-CUL1 inh
O=C(CSc1nc2ccccc2c(=O)n1-c1ccccc1)N1CCc2ccccc21	13
c1ccc(OCc2nnc3sc(-c4ccc5c(c4)OCCO5)nn23)cc1	4
Cc1ccc(-c2cc(C(=O)O)c3cccc(C)c3n2)cc1	-5
CCOc1cccc(C(=O)N2CCN(c3ccc(OC)cc3)CC2)c1	-2
CC(C)CC(=O)Nc1ccc2nc(SCC(=O)N3CCOCC3)sc2c1	-8
CCN1CCN(C(=O)c2cnn(-c3ccc(F)cc3F)c2C2CCN(C(=O)OC(C)(C)C)CC2)CC1	-3
